HepG2 viability: HepG2 cytotoxicity, counter-screen for TGF-b inhibitors; HepG2 CAGA-GFP viability, ATP luminescence, 18 h; Potency, µM (titrated, usually from 46.1 µM), for the others: top-dose activity change, negative = cytotoxicity, most hits filed as cytotoxic; 0.76% of 410,000 active; AID 588856; further: potency means the concentration at half of the fitted maximal effect; some results filed as inactive show a strong effect at the top dose
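CellTiter-Glo luminescence gave cytotoxicity after 18 hours at 37 degrees C. The cells were HepG2 CAGA-GFP in 1% FBS DMEM, stimulated with 500 pg/mL TGF-beta after compound addition. %Activity was normalised to no-cell wells (complete cell-killing) and DMSO (no toxicity), and curves were fitted and classified.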
MmCpn inh: M. maripaludis TRiC chaperonin inhibition; purified Mm-Cpn ATPase, ADP Transcreener TR-FRET; Potency, µM (doses to about 76.9 µM), without a hit: top-dose activity, negative = inhibition, usual class: inhibitors; 0.031% of 330,000 active; further: potency means the concentration at half of the fitted maximal effect; on the % scale 0 is the no-effect control and ±100 the full control effect; nearly all actives have a fitted effect of over 80% in size
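Reaction buffer contained 30 mM Tris pH 7.4, 100 mM KCl, 5 mM MgCl2 and 1 mM DTT. Mm-CPN (25 nM final) hydrolysed 10 uM ATP over 30 min at 37°C; ADP was read by HTRF.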
CCT modulator: changes cytosolic chaperonin activity; purified chaperonin ATPase assay, HTRF ADP detection, 30 min; activity change, % (no concentration beside the values), hits read low; 0.3% of 360,000 active; in the data active means activity change below about -30%; further: on the % scale 0 is the no-effect control and ±100 the full control effect
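First, chaperonin was dispensed at 40 nM or 20 nM final depending on batch activity. Next, compounds were pinned at 76 uM and ATP added at 10 uM. After 30 min at 37 °C, ADP detection reagents ran 30 min at ambient temperature.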
Nrf2 activator: activates Nrf2 signaling | AREc32 ARE-luciferase reporter (MCF7-derived line), luminescence, 24 h | Potency, µM (highest dose often 46.1 µM), without a hit: top-dose activation, actives largely listed as activators | 0.31% of 410,000 active | AID 624171; further: potency means the concentration at half of the fitted maximal effect; % of control where 0% means no effect; nearly all actives have a fitted effect of over 65% in size
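ARE-driven firefly luciferase activity in AREc32 cells measured after a 24 hr compound exposure at 37 deg C, using Steady-Glo reagent and a 30 min room-temperature hold.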
A549 viability: A549 cytotoxicity, counter-screen for Nrf2 inhibitors; A549 ARE-Fluc cells, CellTiter-Fluor viability, 18-24 h; Potency, µM (series often up to 46 µM), for the others: at the highest dose activity change, negative = cytotoxicity, hits mostly inhibitors; AID 504648; 0.16% of 390,000 active; further: potency means the concentration at half of the fitted maximal effect; on the % scale 0 is the no-effect control and ±100 the full control effect
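A549 ARE_Fluc cells in 5% FBS OPTI-MEM were exposed to compounds in concentration-response for 18-24 h at 37 deg C. Viability was read by CellTiter-Fluor fluorescence (Ex 405/Em 525) after 30 min, before the luciferase read.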
TGFb inhibitor: inhibitors of TGF-b signaling | 1.2% of 410,000 active | HepG2 CAGA-GFP TGF-b/SMAD3 reporter, GFP fluorescence, 18 h; TGF-beta stimulated, 500 pg/mL final | AID 588855 | Potency, µM (doses to about 46.1 µM), without a hit: at the highest dose activity, negative = inhibition, hits mostly inhibitors; further: potency means the concentration at half of the fitted maximal effect; on the % scale 0 is the no-effect control and ±100 the full control effect; nearly all actives have a fitted effect of over 65% in size
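HEPG2 CAGA-GFP cells (1000/well, DMEM with 1% FBS) were pre-incubated 2 h at 37 degrees C, given compound by pin tool, then stimulated with TGF-beta at 500 pg/mL final for 18 h before per-cell GFP fluorescence imaging.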
Nrf2 inh: blocks Nrf2 signaling. Potency, µM (top dose mostly 46 µM), without a hit: at the highest dose activity change, negative = inhibition, most hits filed as inhibitors. A549 ARE-Fluc reporter, luciferase luminescence, 18-24 h. AID 504444. 2.1% of 360,000 active; further: potency means the concentration at half of the fitted maximal effect; on the % scale 0 is the no-effect control and ±100 the full control effect; nearly all actives have a fitted effect of over 60% in size
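Two sequential reads on A549 ARE_Fluc cells exposed to compound for 18-24 h: a CellTiter-Fluor fluorescence read for viability, then a luciferase luminescence read for Nrf2/ARE activity.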
Abeta rescue: A-beta toxicity reversal in yeast; AID 1347071; 0.063% of 410,000 active; Potency, µM (top dose mostly 46.1 µM), for inactives: top-dose growth rescue, usual class: activators; yeast expressing A-beta42, growth rescue, OD600, 48 h; response scale: 0% DMSO, 100% iron-clioquinol control; further: potency means the concentration at half of the fitted maximal effect; nearly all actives have a fitted effect of over 55% in size
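Yeast A-beta toxicity model in growth medium with pinned compounds, 48 h at 30 C; growth read as absorbance at 600 nm. Normalized to FeCl3/clioquinol equimolar mix (positive) and DMSO (negative).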
Akt phos inh: inhibitors of Akt phosphorylation | Neuro2A IGF-stimulated pAkt S473 HTRF, 20 min; active compounds read low | activity change, % for hits at 50 µM | 0.32% of 360,000 active | AID 651550; in the data active means activity change below about -80%; inconclusive means mostly about -51% to -80%; further: on the % scale 0 is the no-effect control and ±100 the full control effect
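Neuro2A cells (4,500/well, DMEM with 0.5% FBS) were treated with compound at a single 50 µM final concentration, stimulated with 6 nM IGF for 20 min at 37 °C, and lysed. Phospho-Akt Ser473 was read by HTRF as 665/615 ratio ×10^4.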
Numbers without * were called inactive; i = inactive; ? = inconclusive; · = no result given; [ ] = dose if it differs, or a comment. Unless noted, the call rests on the fitted dose curve; in most records, active means well fitted curve in the direction sought with a large enough effect; inconclusive means small, poorly fitted or top-dose-only effect, or another doubt; inactive means no such curve, though single readings can be large; an effect the other way counts as inactive or inconclusive.

Preview, three compounds:
Second line of a record: HepG2 viability	MmCpn inh	CCT modulator	Nrf2 activator	A549 viability	TGFb inhibitor	Nrf2 inh	Abeta rescue	Akt phos inh
(1) COCCN(C(=O)c1ccc(C#N)cc1)c1c(N)n(Cc2ccccc2)c(=O)[nH]c1=O
 : -5%	0%	0.1	-0.7%	-2%	1%	-2%	-22%	i
(2) COCC(=O)N1CCC(Oc2ccc(C(=O)N3CCN(C)C[C@@H]3C(C)C)cc2)CC1
 : -6%	1%	0.7	-0.4%	1%	-5%	11%	7%	·
(3) O=C(c1ccc(Br)cc1)N1CCN(c2ccccn2)CC1
 : -2%	·	-3.1	-1.1%	·	-2%	·	2%	i

The whole of this part, from the first entry:
Second line of a record: HepG2 viability	MmCpn inh	CCT modulator	Nrf2 activator	A549 viability	TGFb inhibitor	Nrf2 inh	Abeta rescue	Akt phos inh
(1) COCCN(C(=O)c1ccc(C#N)cc1)c1c(N)n(Cc2ccccc2)c(=O)[nH]c1=O
 : -5%	0%	0.1	-0.7%	-2%	1%	-2%	-22%	i
(2) COCC(=O)N1CCC(Oc2ccc(C(=O)N3CCN(C)C[C@@H]3C(C)C)cc2)CC1
 : -6%	1%	0.7	-0.4%	1%	-5%	11%	7%	·
(3) O=C(c1ccc(Br)cc1)N1CCN(c2ccccn2)CC1
 : -2%	·	-3.1	-1.1%	·	-2%	·	2%	i
(4) CCN(CC)CCNC(=O)Cn1nc(Cc2ccccc2)c2ccccc2c1=O
 : -54%	-5%	1.5	-0.5%	-5%	21%	-12%	2%	i
(5) Cc1csc(NC(=O)CCn2c(=O)sc3ccccc32)n1
 : 3%	0%	-0.5	0.2%	-4%	0%	12%	11%	i
(6) C=CCn1c(-c2cccn(Cc3ccc(Cl)cc3)c2=O)n[nH]c1=S
 : 4%	1%	-2.4	-0.3%	-7%	-3%	-9%	5%	i
(7) Cn1c(N)c(C(=O)COC(=O)Cc2ccc(Cl)c(Cl)c2)c(=O)n(C)c1=O
 : 5%	-6%	0.0	0.2%	-2%	7%	2%	3%	i
(8) Cc1c(NC2=NC3(CCCCC3)Cc3ccccc32)c(=O)n(C)n1-c1ccccc1
 : -35%	-11%	-1.0	0.2%	16%	4%	11%	6%	i
(9) CCc1ccc(-c2nc(CSCC(=O)N3CCN(c4ncccn4)CC3)c(C)o2)cc1
 : -11%	1%	1.4	0.4%	-18%	?	21µM*	-21%	i
(10) C=CCC(NCc1ccco1)c1ccc(OC)cc1 (stereo not given)
 : -14%	0%	0.6	-0.7%	5%	-5%	6%	-1%	i
(11) CCCCNc1nnc(CCn2nc(C)c(Br)c2C)s1
 : -12%	3%	-2.6	-0.2%	2%	2%	12%	27%	i
(12) COCCNC(=O)CSc1nnc(NC(=O)Nc2ccc(C)cc2)s1
 : -3%	·	·	4.5%	-1%	0%	·	1%	·
(13) Cc1ccc(C(=O)CN2C(=O)NC3(CCCCC3C)C2=O)s1 (stereo not given)
 : -9%	0%	-0.2	0.0%	4%	1%	8%	-11%	i
(14) O=C(CCS(=O)(=O)c1cccc2nonc12)N1CCCc2ccccc21
 : 0%	0%	-5.2	3.3%	1%	10%	3%	13%	i
(15) CCn1cc(C(=O)NCc2cccnc2)c2cc(OC)c(OC)cc2c1=O
 : 5%	1%	-2.5	0.6%	-4%	7%	13%	9%	i
(16) CC1(C(=O)NS(=O)(=O)c2ccccc2)CCN1C(=O)Cc1cccc2ccccc12 (stereo not given)
 : 2%	·	-0.7	-0.8%	·	13%	·	5%	i
(17) CC1CCN(S(=O)(=O)c2ccc3[nH]ccc3c2)CC1
 : -1%	·	·	2.4%	12%	6%	·	9%	·
(18) Nc1ccc(S(=O)(=O)NC(Cc2ccccc2)C(=O)O)cc1 (stereo not given)
 : -1%	1%	-0.1	-0.9%	3%	14%	0%	3%	i
(19) O=C(NCc1ccncc1)Nc1ccccc1F
 : -5%	-6%	-0.1	-0.2%	23%	9%	5%	-15%	i
(20) CC(C)(C)c1ccc(C(=O)NNc2ncnc3c2cnn3-c2ccc(Cl)cc2)cc1
 : -20%	·	·	-1.4%	2%	1%	·	-72%[inhibitor]	·
(21) COc1ccc(S(=O)(=O)NC(=O)C2(C)CCN2C(=O)C2CC2)cc1 (stereo not given)
 : 11%	·	-0.3	0.7%	·	33%[activator]	·	-7%	i
(22) O=C(NCCCCNC(=O)c1ccco1)c1ccco1
 : -3%	0%	0.0	0.4%	16%	-4%	1%	6%	i
(23) CC1(C)CC(c2nc(-c3ccc(Br)cc3)cs2)CCS1 (stereo not given)
 : -23%	-1%	-3.0	-0.9%	12%	-7%	-15%	10%	i
(24) Cc1nc(NC(=O)C(C)(C)C)sc1-c1nc(N)sc1-n1cc(-c2ccccc2)nn1
 : ·	·	2.1	4.1%	·	·	·	-10%	i
(25) NC(=O)c1c(NC(=O)C2CCCO2)sc2c1CCC2 (stereo not given)
 : 11%	0%	-3.9	0.3%	-4%	2%	·	-10%	i
(26) CSc1nc(C)c(Cc2c(F)cccc2Cl)c(=O)[nH]1
 : -12%	-2%	-6.3	0.3%	15%	-12%	2%	-1%	i
(27) COc1ccccc1Nc1nnc(SCC(=O)N2CC(=O)Nc3ccccc32)s1
 : -4%	1%	0.2	0.7%	0%	0%	-10%	17%	i
(28) CN(O)C(=O)Nc1ccc([N+](=O)[O-])cc1
 : -27%	-3%	2.2	-0.1%	0%	-23%	19%	8%	i
(29) COc1ccc(NC(=O)CSc2nc3ccsc3c(=O)n2Cc2ccccn2)c(OC)c1
 : -24%	1%	-0.6	9.2%	-1%	?	?	-10%	i
(30) O=C(O)CC(Cc1ccccc1)c1ccc2c(c1)OCO2 (stereo not given)
 : -27%	2%	-1.6	-0.3%	-1%	-2%	?	9%	i
(31) Cc1cccc(-c2c3c(=O)n(C)c(=O)n(C)c3cn2C2CCCCC2)c1
 : -12%	-2%	-3.5	0.0%	0%	-2%	-17%	-3%	i
(32) CC(C(=O)NCCCN1CCOCC1)n1cccc1C(=O)c1ccccc1 (stereo not given)
 : -2%	1%	-2.6	0.0%	-3%	7%	4%	19%	i
(33) O=C1CCCN1CCC(=O)N1CCCC(CO)(Cc2ccccc2)C1 (stereo not given)
 : -4%	?	-2.5	3.3%	6%	0%	?	-6%	i
(34) COc1ccc(-n2ccnc(NCCc3ccc(S(N)(=O)=O)cc3)c2=O)cc1Cl
 : -14%	·	·	3.7%	-3%	-27%	-5%	-14%	·
(35) NNC(=S)NCCc1ccccc1
 : -6%	1%	-4.7	8.2%	3%	-4%	2%	?	i
(36) Cc1ccccc1OCC(=O)Nc1nnc(SCc2cc(=O)n3cc(Cl)ccc3n2)s1
 : 4%	·	·	-0.2%	1%	?	·	-13%	·
(37) O=S(=O)(c1cccs1)N1CN(Cc2ccccc2)c2nc3ccccc3nc21
 : -1%	0%	-3.3	0.0%	-10%	1%	-27%	16%	i
(38) CCN(CC)c1ncnc2c1cnn2C
 : 0%	-6%	-2.0	-0.5%	-1%	1%	-8%	10%	i
(39) O=C(Nc1nccs1)c1ccc(COc2ccccc2)o1
 : -36%	0%	-2.9	2.6%	7%	9%	5%	20%	i
(40) CC(=O)c1cc(-c2ccccc2)[nH]c1N1CCOCC1
 : -10%	-1%	-1.7	12%	1%	-11%	-15%	-2%	i
(41) CCOc1cc(C(=O)N2CCC(CC3CC(c4ccccc4)=NO3)(C(=O)NCc3ccc(OC)cc3)CC2)cc(OCC)c1OCC (stereo not given)
 : 2%	·	1.8	1.1%	-10%	?	-3%	5%	i
(42) Oc1ccc2ccccc2c1CN1CCCC1
 : -8%	3%	-0.2	9.0%	6%	17%	10%	6%	i
(43) CCOc1ccc(/C=C/c2nc(C#N)c(Nc3ccc(OC)cc3)o2)cc1
 : -2%	·	·	4.1%	0%	-20%	14%	-3%	·
(44) COc1ccc(NC(=O)Cn2c(=O)n(Cc3ccco3)c(=O)c3sc4ccccc4c32)cc1Cl
 : -8%	·	·	0.0%	-1%	20%	2%	-5%	·
(45) Nc1nc(SCC(=O)Nc2cc(C(F)(F)F)ccc2Cl)[nH]c(=O)c1NC(=O)c1ccco1
 : 5%	-1%	-0.3	0.3%	-7%	-5%	11%	-3%	i
(46) CCCOc1ccc(/C(O)=C2/C(=O)C(=O)N(CCCOC)C2c2cccnc2)cc1 (stereo not given)
 : 2%	-20%	1.7	-0.5%	-4%	5%	-3%	-2%	i
(47) COc1ccc(C(=O)Nc2cccnc2)cc1
 : -17%	1%	-0.4	3.4%	-6%	2%	-8%	10%	i
(48) C=CCNc1nc2ccccc2nc1NS(=O)(=O)c1ccc(OC)cc1
 : -4%	-4%	-3.7	-0.5%	0%	0%	-17%	-15%	i
(49) CCOc1ccc(Nc2nc(Cl)nc(NCCO)n2)cc1
 : -11%	0%	-0.5	1.6%	5%	-1%	-7%	-16%	i
(50) COc1ccc(NC(=O)CC2C(=O)N(C)C(=S)N2CCc2ccccc2F)cc1 (stereo not given)
 : -27%	-4%	-6.1	8.2%	-1%	2%	?	11%	i
(51) Cc1cc(C)c2c(=O)[nH]c(SCc3ccc([N+](=O)[O-])cc3)nc2n1
 : 2%	-3%	-3.0	-0.3%	-3%	7%	-14%	-2%	i
(52) O=C(Nc1ccccc1)c1cc([N+](=O)[O-])ccc1NC1CCCCC1
 : 11%	0%	-2.7	0.3%	-9%	8%	19%	-9%	i

Bioassay records as filed in PubChem.

Hits appear at their usual frequency. Share with any hit: about 4.3%.
